From PubChem
Pol beta inh: inhibitors of human DNA polymerase beta. 1.3% of 340,000 active. Potency, µM (titrated, usually from 114 µM), for inactives: top-dose activity change, negative = inhibition, usual class: inhibitors. Pol beta primer extension/strand displacement, fluorescence kinetic. AID 485314; note: potency is the fitted concentration of half-maximal effect; % is set by controls: 0 for no effect and ±100 for the full control effect
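Enzyme-only controls used 10 nM Pol beta; buffer lacking enzyme served as negative control. Compound preincubated 15 min, then 50 nM substrate added; 0 and 10 min reads at room temperature.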
APE1 inh: blocks human APE1 abasic DNA cleavage. P27695. recombinant APE1, TAMRA/BHQ-2 abasic DNA cleavage fluorescence. Potency, µM (series often up to 65.8 µM), for the others: at the highest dose activity change, negative = inhibition, most hits filed as inhibitors. 0.35% of 350,000 active;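 note: potency is the fitted concentration of half-maximal effect; plate controls were vehicle for no effect and reference inhibitor for full effect; nearly all actives have a fitted effect of over 55% in size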
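Measures dequenching upon AP-site incision of a 5'-TAMRA/3'-BHQ-2 THF-containing duplex, 50 nM; human APE1 0.75 nM after 15 min room-temperature exposure to compound; kinetic three-point read at one-minute spacing.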
Pol eta inh: blocks human DNA polymerase eta activity; recombinant Pol eta, fluorescent DNA replication assay; 1.2% of 390,000 active; Potency, µM (doses to about 114 µM), for the others: at the highest dose activity change, negative = inhibition, actives largely listed as inhibitors; AID 588591; Q9Y253; note: potency is the fitted concentration of half-maximal effect; % is set by controls: 0 for no effect and ±100 for the full control effect
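Fluorescent replication assay: 50 nM final substrate added after a 15 min room-temperature compound preincubation with 10 nM enzyme. Signal taken at 0 min and again at 10 min.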
BLM inh: inhibitors of human Bloom syndrome helicase BLM; P54132; recombinant BLM DNA unwinding, fluorescence dequenching; Potency, µM (titrated, usually from 56.1 µM), for the others: top-dose activity change, negative = inhibition, actives largely listed as inhibitors; 0.2% of 350,000 active; AID 2528;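 note: potency is the fitted concentration of half-maximal effect; plate controls were vehicle for no effect and no enzyme for full effect; nearly all actives have a fitted effect of over 35% in size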
GRP78 ERSR act: induces the endoplasmic reticulum stress response in human glioma cells; 0.02% of 420,000 active; U87-MG GRP78 promoter luciferase reporter, 16 h; Potency, µM, for inactives: top-dose activation, hits mostly activators; note: potency is the fitted concentration of half-maximal effect; series mostly up to about 76 µM; % of control where 0% means no effect; nearly all actives have a fitted effect of over 35% in size
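ERSR induction read as luciferase luminescence (Bright-Glo, 10 min at room temperature) in stably transfected human U87-MG glioma cells exposed to compounds for 16 h, using GRP78 as sensor.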
Pol iota inh: blocks human DNA polymerase iota activity. Q9UNA4. Pol iota fluorescent replication assay, 10 min. Potency, µM (doses to about 115 µM), for the others: top-dose activity, negative = inhibition, most hits filed as inhibitors. 1% of 390,000 active; note: potency is the fitted concentration of half-maximal effect
Target sequence (Q9UNA4 whole entry, looked up): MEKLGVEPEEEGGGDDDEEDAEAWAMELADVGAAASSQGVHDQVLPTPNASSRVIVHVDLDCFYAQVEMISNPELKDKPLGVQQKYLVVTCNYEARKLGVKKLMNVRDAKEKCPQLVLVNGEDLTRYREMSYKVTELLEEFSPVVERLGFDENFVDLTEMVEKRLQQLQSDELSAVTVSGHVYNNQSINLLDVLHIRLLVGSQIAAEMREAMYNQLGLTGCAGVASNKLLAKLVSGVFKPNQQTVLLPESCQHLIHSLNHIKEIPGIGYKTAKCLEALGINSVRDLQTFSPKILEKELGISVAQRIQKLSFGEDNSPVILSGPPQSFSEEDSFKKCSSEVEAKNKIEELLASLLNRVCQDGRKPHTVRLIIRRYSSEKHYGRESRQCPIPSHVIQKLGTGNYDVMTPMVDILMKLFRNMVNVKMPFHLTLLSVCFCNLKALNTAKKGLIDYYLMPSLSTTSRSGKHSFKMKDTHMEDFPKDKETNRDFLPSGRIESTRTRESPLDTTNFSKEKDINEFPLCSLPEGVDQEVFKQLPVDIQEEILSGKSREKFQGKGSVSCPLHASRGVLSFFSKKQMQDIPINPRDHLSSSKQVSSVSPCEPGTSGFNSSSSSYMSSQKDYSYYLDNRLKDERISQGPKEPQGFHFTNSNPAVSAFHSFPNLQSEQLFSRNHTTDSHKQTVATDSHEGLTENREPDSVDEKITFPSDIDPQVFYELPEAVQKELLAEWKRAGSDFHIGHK
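Fluorescent replication assay read twice, at 0 min and 10 min after adding 50 nM (final) substrate. Enzyme (10 nM) and compounds were first incubated 15 min at room temperature; enzyme-free buffer wells were negative controls.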
POLK inh: inhibitors of human DNA polymerase kappa; purified Pol kappa, fluorescent DNA synthesis assay, 10 min; Potency, µM (doses to about 107 µM), without a hit: top-dose activity, negative = inhibition, most hits filed as inhibitors; 0.53% of 400,000 active; note: potency is the fitted concentration of half-maximal effect; % is set by controls: 0 for no effect and ±100 for the full control effect
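10 nM Pol kappa preincubated 15 min at room temperature with compounds, then reaction started with substrate at 50 nM final. Fluorescence read kinetically at 0 and 10 min; buffer-only wells served as negative control.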
Apoferritin bind: candidate novel general anesthetic via apoferritin binding; P02791; apoferritin/1-aminoanthracene competitive binding, fluorescence; Potency, µM (top dose mostly 77.5 µM), for the others: at the top dose activity change, negative = displacement, actives largely listed as inhibitors; 0.074% of 350,000 active; note: potency is the fitted concentration of half-maximal effect; % is set by controls: 0 for no effect and ±100 for the full control effect; nearly all actives have a fitted effect of over 20% in size
Target sequence (P02791 2-175 limits assumed): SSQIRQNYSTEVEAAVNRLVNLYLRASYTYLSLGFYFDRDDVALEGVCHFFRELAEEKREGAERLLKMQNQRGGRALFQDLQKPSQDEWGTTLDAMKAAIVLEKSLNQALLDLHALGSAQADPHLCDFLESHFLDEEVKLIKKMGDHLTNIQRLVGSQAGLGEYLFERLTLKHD
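Steps: apoferritin (10 uM) was premixed with half-saturated 1-AMA in PBS, compounds were pin-transferred, plates stood 10 min at room temperature, fluorescence was read at 380/535 nm, and curves were fitted with a Hill equation.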
LDHA inh: LDHA (human) enzyme inhibition; P00338; purified LDHA, NADH/diaphorase-resazurin fluorescence; stronger effect = lower value; activity change, % (values are at about 110 or 230 µM); 0.15% of 480,000 active; AID 1347041; in the data active = activity change below about -30%; inconclusive = mostly about -25% to -30%;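 note: plate controls were DMSO wells for no effect and wells without enzyme for full effect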
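Remaining NADH was detected by diaphorase (0.133 mg/mL) converting 37 µM resazurin to fluorescent resorufin, read at 0 and 20 minutes. The preceding 5-minute room-temperature reaction used 2 nM LDHA, 0.2 mM sodium pyruvate and 0.06 mM NADH at pH 7.4.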
* marks the source's active call; other numbers are inactive results; [ ] = remark or other dose. Unless noted, calls come from the whole dose curve; as a rule, active = well fitted curve in the direction sought with a large enough effect; inconclusive = small, poorly fitted or top-dose-only effect, or another doubt; inactive = no such curve, though single readings can be large; an effect the other way counts as inactive or inconclusive. Only part of the results is shown. The share of hits here may be higher or lower than overall.

`N/C(=N\OC(=O)c1ccc(Br)cc1)c1ccncc1` gave Pol beta inh -21%, APE1 inh 6%, Pol eta inh -10%, BLM inh 0%, GRP78 ERSR act 7%, Pol iota inh 25%, POLK inh 6%, Apoferritin bind -6% and LDHA inh -4.
Cc1cccc(N=Nc2c(C)c(C#N)c(O)[nH]c2=O)c1 was read as Pol beta inh -8%, APE1 inh 1%, Pol eta inh -5%, BLM inh -2%, GRP78 ERSR act 5%, Pol iota inh 118%[activator], POLK inh -13%, Apoferritin bind -12% and LDHA inh -7.
For Cc1ccc(CCNC(=O)C2CC(c3ccc(C(F)(F)F)cc3)=NO2)cc1 (configuration not stated) the results were Pol beta inh 17%, APE1 inh 0%, Pol eta inh -10%, BLM inh -2%, GRP78 ERSR act -4%, Pol iota inh 10%, POLK inh -17%, Apoferritin bind -5% and LDHA inh -7.
Screening Cc1cccc(N(CC(=O)Nc2ccc(Br)cc2)S(C)(=O)=O)c1C returned Pol beta inh 13%, Pol eta inh -1%, BLM inh -6%, GRP78 ERSR act 1%, Pol iota inh -11%, POLK inh -2%[60.1 µM], Apoferritin bind 47%[activator] and LDHA inh -2.
For O=c1[nH]cc(S(=O)(=O)N2CCOCC2)c(=O)[nH]1 the results were APE1 inh 0%, Pol eta inh -16%, GRP78 ERSR act -1%, Pol iota inh 34%[activator], POLK inh 4% and LDHA inh -2.
Screening Cc1cc(C)cc(C(=O)Nc2cc(C(F)(F)F)ccc2N2CCN(c3ccccc3)CC2)c1 returned Pol beta inh 4%, Pol eta inh 6%, BLM inh 0%, GRP78 ERSR act -3%, Pol iota inh -16%, POLK inh 2%, Apoferritin bind -5% and LDHA inh 3.
Screening CCCn1nnnc1NCc1c(F)cccc1Cl returned Pol beta inh -19%, APE1 inh -1%, Pol eta inh 3%, BLM inh -3%, GRP78 ERSR act -2%, Pol iota inh -8%, POLK inh 3%, Apoferritin bind -12% and LDHA inh -2.
`Cc1ccc(S(=O)(=O)N2CCOCC2)cc1NC(=O)COC(=O)c1ccc(Br)o1` gave Pol eta inh -23%, GRP78 ERSR act -4%, Pol iota inh 6%, POLK inh -2% and LDHA inh -4.
`COCc1nnc(NC(=O)C(C)C)s1` gave Pol beta inh -4%, APE1 inh -7%, Pol eta inh 4%, BLM inh -2%, GRP78 ERSR act -1%, Pol iota inh inconclusive, POLK inh -22%, Apoferritin bind 2% and LDHA inh -3.
For COCc1cc(=O)n2c([nH]c3ccccc32)c1C#N the results were Pol beta inh -28%, APE1 inh 3%, Pol eta inh -3%, BLM inh 0%, GRP78 ERSR act 4%, Pol iota inh 22%, POLK inh 1%[60.1 µM], Apoferritin bind 67%[activator] and LDHA inh -3.
Cc1ccc(-c2noc(-c3nnn(-c4ccc(Br)cc4F)c3C)n2)cc1 was read as Pol beta inh 4%, BLM inh -3%, Pol iota inh 35%[activator], POLK inh 3%, Apoferritin bind -9% and LDHA inh -1.
For CCOC(=O)c1ccccc1OCc1cc(/C=N/NC(=O)c2cccnc2)ccc1OC the results were Pol beta inh -1%, APE1 inh 2%, Pol eta inh -16%, BLM inh 2%, GRP78 ERSR act -4%, Pol iota inh 77%[activator], POLK inh -2%, Apoferritin bind -12% and LDHA inh 1.
Screening CCOc1ccccc1NC(=O)c1nn(C)c2c1CSc1ccccc1-2 returned Pol beta inh 5%, Pol eta inh -12%, BLM inh -11%, GRP78 ERSR act -1%, Pol iota inh -28%, POLK inh -15%, Apoferritin bind 43%[activator] and LDHA inh -11.
`CN(CC(=O)Nc1ccc(F)cc1)C(=O)COC(=O)c1ccc(=O)n(Cc2ccccc2)n1` gave APE1 inh 42%, Pol eta inh -10%, GRP78 ERSR act -4%, Pol iota inh -14%, POLK inh 2% and LDHA inh -2.
`CCc1ccc(CNC(=O)CCc2cn(C)c3ccccc23)cc1` gave Pol beta inh 2%, APE1 inh -12%, Pol eta inh -9%, BLM inh -5%, GRP78 ERSR act -3%, Pol iota inh -16%, POLK inh 3%, Apoferritin bind -13% and LDHA inh 0.
Screening O=C(N/N=C1\C2CN3CCN(C2)CC1(c1ccccc1)C3)Nc1ccccc1 returned Pol beta inh -6%, APE1 inh 0%, Pol eta inh -14%, BLM inh -2%, GRP78 ERSR act -3%, Pol iota inh -1%, POLK inh -1%, Apoferritin bind 1% and LDHA inh -3.
`Cc1cc2n(n1)C(c1sccc1C)Nc1ccccc1-2` (configuration not stated) gave Pol beta inh -7%, APE1 inh -7%, Pol eta inh -1%, BLM inh -4%, GRP78 ERSR act -3%, Pol iota inh 9%, POLK inh -5%, Apoferritin bind -9% and LDHA inh 0.
`O=C1C2C3C=CC(O3)C2C(=O)N1CC(O)c1ccccc1` (configuration not stated) gave Pol beta inh 5%, APE1 inh -1%, Pol eta inh -17%, BLM inh -1%, GRP78 ERSR act -4%, Pol iota inh -4%, POLK inh -1%, Apoferritin bind 5% and LDHA inh -5.
O=C(Nc1ccc(Cl)c(Cl)c1)c1cc(S(=O)(=O)N2CCN(c3cccc(Cl)c3)CC2)ccc1F was read as Pol beta inh -10%, Pol eta inh -10%, BLM inh -7%, GRP78 ERSR act 0%, Pol iota inh 24%, POLK inh -6%[60.1 µM], Apoferritin bind 2% and LDHA inh -2.
For Cc1cc(NC(=O)CSc2nc3cc(Cl)ccc3c(=O)n2C(C)C)no1 the results were APE1 inh 6%, Pol eta inh 1%, GRP78 ERSR act -3%, Pol iota inh 15%, POLK inh -21% and LDHA inh -4.

Three consecutive records from above, quoted:
`N/C(=N\OC(=O)c1ccc(Br)cc1)c1ccncc1` gave Pol beta inh -21%, APE1 inh 6%, Pol eta inh -10%, BLM inh 0%, GRP78 ERSR act 7%, Pol iota inh 25%, POLK inh 6%, Apoferritin bind -6% and LDHA inh -4.
Cc1cccc(N=Nc2c(C)c(C#N)c(O)[nH]c2=O)c1 was read as Pol beta inh -8%, APE1 inh 1%, Pol eta inh -5%, BLM inh -2%, GRP78 ERSR act 5%, Pol iota inh 118%[activator], POLK inh -13%, Apoferritin bind -12% and LDHA inh -7.
For Cc1ccc(CCNC(=O)C2CC(c3ccc(C(F)(F)F)cc3)=NO2)cc1 (configuration not stated) the results were Pol beta inh 17%, APE1 inh 0%, Pol eta inh -10%, BLM inh -2%, GRP78 ERSR act -4%, Pol iota inh 10%, POLK inh -17%, Apoferritin bind -5% and LDHA inh -7.

(list continues)
Screening CCCCc1n[nH]c2c1/C(=N/O)CC(C)(C)C2 returned Pol beta inh -8%, APE1 inh 0%, Pol eta inh -3%, BLM inh 1%, GRP78 ERSR act 1%, Pol iota inh 31%[activator], POLK inh -7%, Apoferritin bind 1% and LDHA inh -8.
`CCC(C)NC(=O)[C@H]1N2C(=O)c3ccccc3C2SC1(C)C` (some centres not stated) gave Pol beta inh 4%, APE1 inh 53%[activator], Pol eta inh -13%, BLM inh 0%, GRP78 ERSR act -2%, Pol iota inh 18%, POLK inh -23%, Apoferritin bind 4% and LDHA inh -4.
COC(=O)c1ccc(Cc2ccccc2)o1 was read as Pol beta inh -7%, APE1 inh -1%, Pol eta inh -3%, BLM inh -6%, GRP78 ERSR act -2%, Pol iota inh 13%, POLK inh -11%, Apoferritin bind inconclusive and LDHA inh -13.
Screening CN1/C(=C\C(=O)COc2ccc3c(c2)OCO3)C(C)(C)c2ccccc21 returned Pol beta inh inconclusive, APE1 inh 0%, Pol eta inh -3%, BLM inh -6%, GRP78 ERSR act -8%, Pol iota inh -4%, POLK inh -5%, Apoferritin bind -8% and LDHA inh 3.
O=C(Cn1cc2c(n1)CCCC2)Nc1cc(C(F)(F)F)ccc1Cl was read as Pol beta inh 6%, Pol eta inh -18%, BLM inh -3%, GRP78 ERSR act -3%, Pol iota inh -5%, POLK inh -9%, Apoferritin bind -12% and LDHA inh -8.
For CCCCOc1ccc(Cn2c(=O)oc3ccc(C)cc32)cc1 the results were Pol beta inh 5%, Pol eta inh -6%, BLM inh 1%, GRP78 ERSR act -2%, Pol iota inh 17%, POLK inh -6%, Apoferritin bind 1% and LDHA inh -6.
Screening Cc1ccc(Nc2c(-c3cccnc3)nc3ccc(C)cn23)cc1 returned Pol beta inh 19%, Pol eta inh -14%, BLM inh -2%, GRP78 ERSR act -3%, Pol iota inh -3%, POLK inh -5%, Apoferritin bind 4% and LDHA inh -11.
COc1ccc(OC)c(Nc2nc(-c3cccc([N+](=O)[O-])c3)nc3ccccc23)c1 was read as Pol beta inh 23%, APE1 inh 0%, Pol eta inh -7%, BLM inh -2%, GRP78 ERSR act -3%, Pol iota inh 20%, POLK inh -16%, Apoferritin bind -6% and LDHA inh 0.
Screening CC(=O)c1ccc(-c2c(C3C4C=CCC(C)C4C(=O)N3Cc3ccccc3)ccc3ccccc23)cc1 (configuration not stated) returned APE1 inh -10%, BLM inh -5%, GRP78 ERSR act -4%, Pol iota inh 6%, POLK inh 16% and Apoferritin bind -9%.
Screening O=C(COc1cccnc1[N+](=O)[O-])Nc1ccc(Cl)cc1F returned APE1 inh 23%, Pol eta inh -2%, GRP78 ERSR act 1%, Pol iota inh 9%, POLK inh -17% and LDHA inh -6.
For CC(=O)NC(Cc1c[nH]c2ccccc12)C(=O)N/N=C/c1ccccc1 (configuration not stated) the results were Pol beta inh -9%, APE1 inh 6%, Pol eta inh 0%, BLM inh 0%, GRP78 ERSR act -3%, Pol iota inh 6%, POLK inh -9%, Apoferritin bind -3% and LDHA inh 0.
COC(=O)c1cc(C(=O)N(Cc2ccccc2)c2ccccn2)cc([N+](=O)[O-])c1 was read as Pol beta inh 49%, APE1 inh 1%, Pol eta inh -8%, BLM inh -4%, GRP78 ERSR act -6%, Pol iota inh -12%, POLK inh -4%, Apoferritin bind -1% and LDHA inh 1.
For CCOc1ccc(CCNC(=O)c2cc3ccccn3n2)cc1OCC the results were Pol beta inh 42%, APE1 inh 13%, Pol eta inh -12%, BLM inh 0%, GRP78 ERSR act -3%, Pol iota inh 8%, POLK inh -18%, Apoferritin bind -6% and LDHA inh -3.
